Compound activity (PubChem BioAssay)
GRIN3A LBD mod = binders of NR3A ligand-binding domain, primary screen, biophysical, differential scanning fluorimetry, uHTS; hit rate 2.5% among 340,000; NR3A LBD differential scanning fluorimetry, Tm shift; 0% = protein alone, 100% = glycine-bound protein; Tm shift relative to glycine control, % at 25 µM; AID 1259313, 2017; Glutamate receptor ionotropic, NMDA 3A (GRIN3A) ligand-binding domain;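 active = melting temperature shift of at least 10% of the positive control shift, at one fixed dose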
beta cell repl = inducers of MIN6 beta-cell proliferation, primary screen, ATP luminescence, uHTS | MIN6 cells proliferation, ATPlite luminescence, 48 h; cells starved in 0.2% serum; 100% = growth in 10% serum | hit rate 0.29% among 330,000 | proliferation, % at 10 µM;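 active = compounds whose signal lies at least 3.5 SD above the mean of all wells on their plate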;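 note: 0% = DMSO-treated cells in low-serum medium and 100% = 10% serum control; some compounds called inactive have numbers as strong as hits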
APOBEC3A inh = APOBEC3A ssDNA deaminase inhibitors, primary screen, selectivity assay for APOBEC3G inhibitor project, biochemical, FAM/TAMRA oligo cleavage fluorescence | recombinant A3A, FAM/TAMRA ssDNA deamination fluorescence | inhibition, % at 20 µM | hit rate 0.41% among 330,000;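 active = at least 40% inhibition at 20 µM here, with at most 30% in a related deaminase screen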;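 note: plate controls were A3A with DMSO for no effect and wells lacking A3A enzyme for full effect; some results filed as inactive read as strong as hits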
Target sequence (P31941 whole entry, looked up): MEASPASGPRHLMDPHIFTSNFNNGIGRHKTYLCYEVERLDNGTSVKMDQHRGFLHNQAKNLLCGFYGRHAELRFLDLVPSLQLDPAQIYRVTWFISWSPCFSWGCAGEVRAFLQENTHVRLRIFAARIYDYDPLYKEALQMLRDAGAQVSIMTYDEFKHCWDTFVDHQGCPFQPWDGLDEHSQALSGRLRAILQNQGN
mIAP activ = activators of mouse IAP, primary screen, biochemical, luminescence, uHTS; activation factor at 10 µM; intestinal alkaline phosphatase [Mus musculus]; muIAP, CDP-Star luminescence, 30 min; hits give high values; 1 = vehicle-only enzyme signal, 0 = enzyme-free wells; hit rate 0.24% among 330,000;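 active = activation factor of at least 2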; note: the source names both 10 and 20 µM as test concentration; values of inactives mirror those of a sister screen read the other way
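Assay system: mouse IAP enzyme; Reagent: CDP-Star chemiluminescent phosphatase substrate; Compound: DMSO-dissolved test compounds; Incubation: 30 min, room temperature; Technique: luminescence from enzymatic CDP-Star hydrolysis; Controls: DMSO-only wells and no-enzyme negative control.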
hIAP act = human IAP activators, primary screen, biochemical, luminescence, uHTS. activation factor at 10 µM. purified human IAP, CDP-Star luminescence, 30 min; hits give high values; 1 = vehicle-only enzyme, 0 = enzyme-free background. AID 2524, 2010. hit rate 0.16% among 330,000;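 active = activation factor of the enzyme at least 2-fold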; note: the source names both 10 and 20 µM as test concentration; values of inactives mirror those of a sister screen read the other way
Target sequence (P09923 whole entry, looked up): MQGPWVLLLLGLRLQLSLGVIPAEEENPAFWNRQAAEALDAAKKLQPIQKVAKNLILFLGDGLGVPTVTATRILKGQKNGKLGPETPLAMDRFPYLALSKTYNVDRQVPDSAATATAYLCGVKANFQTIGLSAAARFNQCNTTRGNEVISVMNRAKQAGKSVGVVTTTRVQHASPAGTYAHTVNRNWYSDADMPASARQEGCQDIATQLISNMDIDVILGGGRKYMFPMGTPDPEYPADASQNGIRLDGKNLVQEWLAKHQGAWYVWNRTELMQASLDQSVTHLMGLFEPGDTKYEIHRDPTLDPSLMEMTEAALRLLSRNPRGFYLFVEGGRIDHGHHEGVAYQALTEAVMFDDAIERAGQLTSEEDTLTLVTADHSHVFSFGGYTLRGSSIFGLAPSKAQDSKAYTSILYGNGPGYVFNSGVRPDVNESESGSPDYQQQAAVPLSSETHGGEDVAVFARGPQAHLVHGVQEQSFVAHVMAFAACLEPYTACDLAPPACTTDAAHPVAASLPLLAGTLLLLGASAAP
mIAP inh = inhibitors of mouse IAP, primary screen, biochemical, luminescence, uHTS; intestinal alkaline phosphatase [Mus musculus]; purified mouse IAP, CDP-Star luminescence, 30 min; inhibition, % at 10 µM; hit rate 0.2% among 330,000; AID 2806, 2010;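 active = inhibition of at least 40% at 10 µM in the primary screen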;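 note: plate controls were DMSO with enzyme for no effect and no enzyme wells for full effect; values of inactives mirror those of a sister screen read the other way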
APOBEC3G inh = APOBEC3G DNA deaminase inhibitors, primary screen, biochemical, fluorescence, single-stranded DNA substrate, uHTS; DNA dC->dU-editing enzyme APOBEC-3G (Homo sapiens), Q9HC16; recombinant A3G, ssDNA deamination FAM/TAMRA fluorescence; inhibition, % at 20 µM; hit rate 0.28% among 330,000; AID 493012, 2011;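 active = inhibition of at least 40% at 20 µM, with no more than 30% in the related APOBEC3A deaminase screen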;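 note: plate controls were DMSO wells with A3G for no effect and wells lacking A3G enzyme for full effect; some compounds called inactive have numbers as strong as hits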
MPTP inh = mitochondrial permeability transition pore inhibitors, primary screen, biochemical, isolated mouse mitochondria, absorbance. Ca2+ swelling absorbance, 30 min. inhibition, % at 10 µM. hit rate 1.4% among 360,000;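 active = inhibition of 50% or more, scaled per plate between neutral and stimulator controls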;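 note: 0% = DMSO wells given calcium and 100% = 1 mM EGTA wells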
hIAP inh = human IAP inhibitors, primary screen, biochemical, luminescence, uHTS | Intestinal-type alkaline phosphatase (Homo sapiens), P09923 | purified IAP, CDP-Star luminescence, 30 min | inhibition, % at 10 µM | hit rate 0.12% among 330,000;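 active = inhibition reaching a set limit with compound at 10 µM in the primary screen, cut at about 35% in these data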;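 note: plate controls were DMSO wells with enzyme for no effect and no-enzyme buffer wells for full effect; values of inactives mirror those of a sister screen read the other way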
* = called active by the depositor.

SMILES | GRIN3A LBD mod | beta cell repl | APOBEC3A inh | mIAP activ | hIAP act | mIAP inh | APOBEC3G inh | MPTP inh | hIAP inh
CC1Sc2ccc(C(=O)NCc3ccccc3Cl)cc2NC1=O (stereo unspecified) | -1.1 | -1.0 | -4.0 | 1.03 | 0.892 | -3.3 | -6.5 | -1.0 | 10.8
S=C(Nc1ccccc1)Nc1nc2ccccc2n1CCOc1ccccc1 | -6.3 | -5.8 | -4.1 | 0.992 | 1.61 | 0.8 | -5.8 | 3.6 | -61.0
c1ccc(CCSc2nccn2-c2ccccc2)cc1 | 2.6 | -0.9 | -3.8 | 1.01 | 1.06 | -1.2 | -9.8 | -4.1 | -5.8
Cc1nc(-c2cc(C#N)c(=O)[nH]c2C)cs1 | 2.5 | -1.4 | -0.7 | 1.01 | 1.09 | -1.2 | -7.8 | 0.8 | -9.4
O=C(NCCc1ccccn1)c1c(-c2ccccc2)sc2ccccc12 | -0.6 | 1.8 | 3.6 | 1.09 | 1.06 | -9.4 | -1.4 | 2.4 | -6.2
COc1ccc(NC(=O)c2cc(-c3ccco3)nc3ccccc23)cc1 | 3.4 | -2.8 | 14.7 | 0.869 | 0.935 | 13.1 | 8.4 | 2.4 | 6.5
Cc1ccc(N2CCN(CC3CC=CCC3)CC2)cc1 (stereo unspecified) | -0.1 | 1.9 | 0.6 | 0.932 | 0.914 | 6.8 | -2.4 | -0.9 | 8.6
CSc1cccc(NC(=O)Nc2nc3c(C)cccc3s2)c1 | 17.8* | 0.1 | -6.8 | 2.15* | 1.2 | -115.0 | -0.2 | 17.4 | -20.0
COc1ccc(C(NC(=O)c2cc(OC)ccc2OC)c2ccccc2)cc1 (stereo unspecified) | 1.0 | -3.6 | 1.4 | 1.01 | 0.966 | -1.2 | -1.7 | -0.2 | 3.4
COc1cc(/C=C2/C(=O)NN(c3ccc(Cl)cc3)C2=O)cc(Br)c1O | 1.4 | -3.1 | 16.4 | 0.746 | 0.655 | 25.4 | 24.4 | 1.3 | 34.5
COc1ccc(NC(=S)NCc2ccc(S(N)(=O)=O)cc2)c(OC)c1 | 5.3 | -2.0 | 0.8 | 0.998 | 1.22 | 0.2 | 5.8 | 0.4 | -21.6
COc1ccc(CNc2cc(NCCCO)c([N+](=O)[O-])c3nonc23)cc1 | 1.3 | -1.7 | -2.2 | 0.915 | 0.979 | 8.5 | -9.3 | 2.5 | 2.1
COc1ccc(OCCC(=O)c2ccc(OC)cc2)cc1 | 1.1 | -4.1 | -2.0 | 0.998 | 1.12 | 0.2 | -4.6 | 1.0 | -12.2
CN(C)CCN(C(=O)c1ccc2c(c1)OCCO2)c1nc2cc3c(cc2s1)OCO3 | -0.3 | -0.9 | 3.2 | 0.955 | 1 | 4.5 | 2.7 | -0.4 | 0.0
CCn1c(SCC(=O)N2CCOCC2)nc2sc3c(c2c1=O)CCCC3 | -5.6 | -1.9 | -6.3 | 1.12 | 1.14 | -12.3 | -7.1 | -1.7 | -14.4
Cc1cc2[nH]c(=O)c(=O)[nH]c2cc1S(=O)(=O)NCc1ccccc1 | -4.7 | 1.4 | -1.5 | 0.985 | 1.21 | 1.5 | -4.7 | 0.5 | -20.7
O=C(Nc1ccccc1-c1ccccc1)c1cc(C(F)(F)F)cc(C(F)(F)F)c1 | -3.2 | 1.6 | -0.9 | 0.991 | 0.88 | 0.9 | -4.8 | 13.7 | 12.0
Cc1nn(-c2ccccn2)c2nc(-c3cccs3)cc(C(=O)N3CCOCC3)c12 | 0.3 | -0.5 | 0.9 | 1.03 | 1.06 | -3.0 | -9.0 | -0.3 | -6.0
Cc1c(C)n2c(SCC(=O)Nc3cccc4ccccc34)nnc2[nH]c1=O | -0.1 | -2.5 | -2.4 | 0.924 | 1.02 | 7.6 | -10.8 | -0.9 | -2.3
Cc1ccccc1C(=O)Nc1ccccn1 | -0.6 | 2.9 | -0.5 | 0.986 | 0.956 | 1.4 | -2.1 | -1.0 | 4.4
CNC(=O)c1ccc(Nc2nnc(C)c3ccccc23)cc1 | -1.3 | -2.2 | -1.3 | 0.935 | 1.05 | 6.5 | -2.3 | -0.2 | -4.8
CCOC(=O)c1ccc(NC(=O)COc2ccccc2CNCCc2ccccc2)cc1 | -3.0 | -7.1 | -0.9 | 1.42 | 1.41 | -42.0 | -7.7 | 16.0 | -41.0
CNc1nc(N)c([N+](=O)[O-])c(NCCO)n1 | -2.2 | 0.4 | -3.5 | 1.07 | 1.06 | -7.1 | -7.7 | 8.8 | -5.9
COc1ccc(-c2ccc(-c3nnn(CC(=O)N4CCOCC4)n3)cc2)cc1 | -0.3 | -4.5 | 0.6 | 1.05 | 0.997 | -4.7 | -1.9 | 4.8 | 0.3

Pulled by compound from the entries so far, 3 records:
SMILES | GRIN3A LBD mod | beta cell repl | APOBEC3A inh | mIAP activ | hIAP act | mIAP inh | APOBEC3G inh | MPTP inh | hIAP inh
CNc1nc(N)c([N+](=O)[O-])c(NCCO)n1 | -2.2 | 0.4 | -3.5 | 1.07 | 1.06 | -7.1 | -7.7 | 8.8 | -5.9
COc1cc(/C=C2/C(=O)NN(c3ccc(Cl)cc3)C2=O)cc(Br)c1O | 1.4 | -3.1 | 16.4 | 0.746 | 0.655 | 25.4 | 24.4 | 1.3 | 34.5
Cc1nn(-c2ccccn2)c2nc(-c3cccs3)cc(C(=O)N3CCOCC3)c12 | 0.3 | -0.5 | 0.9 | 1.03 | 1.06 | -3.0 | -9.0 | -0.3 | -6.0

Later entries
SMILES | GRIN3A LBD mod | beta cell repl | APOBEC3A inh | mIAP activ | hIAP act | mIAP inh | APOBEC3G inh | MPTP inh | hIAP inh
CC1CCCN(C(C(=O)Nc2ccc3c(c2)OCCO3)c2ccccc2)C1 (stereo unspecified) | -0.1 | -1.0 | 0.3 | 1.22 | 0.999 | -22.0 | -4.5 | 0.2 | 0.1
O=C(COc1ccccc1-c1ccccc1)NNC(=O)NC1CCCCC1 | -4.7 | -2.5 | -0.8 | 0.919 | 1.23 | 8.1 | -4.3 | 0.1 | -22.6
O=[N+]([O-])c1cc2c(cc1CN1CCN(c3ccc(F)cc3)CC1)OCO2 | 0.7 | -2.1 | -6.6 | 0.978 | 0.906 | 2.2 | -8.4 | -0.1 | 9.4
COc1ccccc1N1CCN(C(=O)C(Sc2ccccc2)c2ccccc2)CC1 (stereo unspecified) | -0.2 | -1.3 | -3.5 | 0.986 | 0.928 | 1.4 | -6.5 | -2.8 | 7.2
COc1ccc(C(C)(C)C)cc1NC(=O)c1ccc2c(c1)SC1=NS(=O)(=O)CCN12 | 2.2 | 1.5 | -0.4 | 0.959 | 1.02 | 4.1 | -6.3 | 0.3 | -2.2
COc1ccc(/C(C)=N/NC(=O)c2sccc2-n2cccc2)cc1 | -1.9 | -2.4 | -1.2 | 0.994 | 1.2 | 0.6 | -8.2 | 0.9 | -19.5
CCOC(=O)N1CCN(C(=O)CSCc2nc(-c3ccccc3C)oc2C)CC1 | -1.2 | 1.3 | 0.4 | 0.936 | 1.19 | 6.4 | -6.9 | 1.4 | -19.1
CCSC(=Nc1ccccc1)C1=C(O)COC1=O | 1.8 | 2.2 | 1.3 | 1.02 | 0.945 | -1.7 | 1.5 | -1.3 | 5.5
Cc1ccc(Cl)cc1NC(=O)CN1CCOCC1 | -0.8 | 1.8 | 0.3 | 0.924 | 1.05 | 7.6 | -4.7 | 1.6 | -5.5
COc1ccc(C(=O)CN2C(=O)c3ccccc3C2=O)c(OC)c1C | 0.9 | 1.2 | 2.1 | 1.07 | 1.22 | -7.1 | -0.2 | -0.5 | -22.4
C=C(C)Cn1c(-c2cccc([N+](=O)[O-])c2)n[nH]c1=S | -0.2 | 0.1 | -6.9 | 1.04 | 1 | -4.5 | 44.1* | -1.3 | -0.1
O=C(Nc1cccnc1)c1ccc(Cl)c([N+](=O)[O-])c1 | -0.1 | -0.5 | -5.7 | 0.931 | 0.967 | 6.9 | -9.1 | -1.9 | 3.3
COc1cc(C(=O)NNC(=O)CSc2nnc3ccccn23)cc(OC)c1OC | 0.1 | -0.7 | -1.8 | 0.939 | 1.03 | 6.1 | -1.7 | 0.5 | -3.4
COc1ccc(Cl)c(NC(=O)NCCN2CCN(c3ccccc3)CC2)c1 | -1.5 | -3.4 | -5.2 | 1.13 | 1.16 | -13.1 | 1.3 | 0.2 | -15.5
Cc1ccccc1C(=O)Nc1ccc(C(=O)N/N=C/c2ccc(O)c(Br)c2)cc1 | 28.1* | -1.7 | -4.0 | 0.968 | 0.848 | 3.2 | -5.4 | 0.2 | 15.2
CC(C)(C)c1cc(CN2CCN(CCC#N)CC2)cc(C(C)(C)C)c1O | -0.2 | -1.8 | -4.2 | 1.01 | 1.09 | -0.8 | -4.9 | -5.6 | -8.8
CCN(CC)c1ncnc2ccc(Br)cc12 | -0.6 | 5.8 | -0.4 | 0.939 | 0.911 | 6.1 | -2.8 | 0.5 | 8.9
O=C(C1CC(=O)N(c2ccc3c(c2)OCCO3)C1)N1CCN(Cc2ccccc2F)CC1 (stereo unspecified) | 1.2 | 0.6 | -6.1 | 0.961 | 1.01 | 3.9 | -7.8 | -2.3 | -0.7
COc1ccccc1/C=C1\SC(=S)N(CCC(=O)NCCc2ccc(O)cc2)C1=O | -1.0 | -3.7 | -2.4 | 0.832 | 1.1 | 16.8 | 1.4 | -0.2 | -10.4
O=C(CN1C(=O)CSC1=O)Nc1ccccc1F | 0.6 | -0.6 | 0.0 | 0.984 | 0.975 | 1.6 | 0.4 | -0.7 | 2.5
Cn1cnc(S(=O)(=O)N2CCN(c3cccc(C(F)(F)F)c3)CC2)c1 | -1.9 | -1.3 | -1.3 | 0.935 | 1.06 | 6.5 | -1.3 | -0.1 | -5.6
COc1ccc(NC2CCCN(C(=O)CSc3ccccc3)C2)cc1 (stereo unspecified) | 1.1 | 2.9 | -8.1 | 0.993 | 1.13 | 0.7 | -9.7 | 2.1 | -12.6
COC(=O)CSc1nc2c(cnn2-c2ccc(F)cc2)c(=O)[nH]1 | 0.5 | -2.2 | 0.0 | 1.06 | 0.86 | -5.6 | -3.1 | 12.2 | 14.0
O=C(Nc1ccc(-c2ccccc2)cc1)c1ccccc1 | -0.9 | 1.3 | -8.3 | 0.999 | 1.09 | 0.1 | -4.5 | 0.0 | -8.7
CCn1c(SCC(=O)Nc2nnc(C)s2)nnc1C(C)NC(=O)c1ccccc1 (stereo unspecified) | -2.4 | -0.6 | 3.0 | 1.04 | 0.94 | -3.6 | 2.9 | 1.1 | 6.0
COc1ccc(-c2nnc(NC(=O)c3ccc(S(=O)(=O)N4CCCc5ccccc54)cc3)o2)cc1 | 5.6 | -2.9 | -1.1 | 0.976 | 1.15 | 2.4 | -4.2 | -22.6 | -14.8
